# SIAH1 antagonists: blockers of Siah-1 interaction with plectin peptide – biochemical, fluorescence polarization, rhodamine-plectin, uHTS, primary screen (AID 1817); Siah-1 / rhodamine-plectin peptide fluorescence polarization; higher % means a stronger effect; one-dose displacement, % at 20 µM; IC50 in µM for titrated hits; hit rate 0.02% among 290,000;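 active = displacement of at least 50% at 20 µM, with a fluorescence ratio check between 0.3 and a set limit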;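 note: plate controls were Siah plus tracer with DMSO for no effect and tracer alone without Siah for full effect; strong numbers were not always called active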
# LYP inhibition: inhibitors of LYP phosphatase, biochemical, fluorescence intensity, uHTS (AID 1779); recombinant LYP phosphatase, fluorescence intensity; higher % means a stronger effect; inhibition, % at 11.5 µM, or IC50 in µM where a hit was titrated; hit rate 0.054% among 290,000; in the data active = inhibition above about 50%;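 note: plate controls were vehicle with enzyme for no effect and no enzyme for full effect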
# AID2073: inhibitors of Mint1-CaV2.2 protein interaction, biochemical, HTRF (AID 2073) | HTRF protein-protein interaction, Mint1-CaV2.2; higher % means a stronger effect | hit rate 0.19% among 290,000 | inhibition, % at 20 µM; hits with a dose series show IC50 in µM; in the data active = inhibition mostly above about 51%, no sharp cut-off; inconclusive = no clear call, values can overlap the other calls; inactive = mostly below about 53%; note: some results filed as inactive read as strong as hits
# * = called active by the depositor; ? = inconclusive.
SMILES,SIAH1 antagonists,LYP inhibition,AID2073
CC(=O)NCCNC(=O)C1CCC(CNc2nc(=S)[nH]c3ccccc23)CC1 (configuration not stated),2%,-1%,-22%
CN(CC(=O)Nc1ccc(Cl)cc1)C(=O)c1cccc(S(=O)(=O)NCc2ccccc2)c1,13%,-9%,5%
CN(C)CCCN(C(=O)c1ccc2ccccc2c1)c1nc2cc3c(cc2s1)OCO3,-2%,-11%,-4%
CC(NCCS(=O)(=O)c1ccc(Cl)cc1)c1cccc(Cl)c1 (configuration not stated),5%,-9%,4%
COCC1CCN(C(=O)c2oc3c(F)cccc3c2C)C1 (configuration not stated),0%,-10%,7%
COC(=O)c1ccc(C(=O)NC2CCCc3c2cnn3-c2cc(F)cc(F)c2)nc1 (configuration not stated),-3%,-9%,4%
O=C(Nc1cccc2ccccc12)c1ccc([N+](=O)[O-])cc1,-3%,-1%,5%
Cc1cc(C(=O)O)ccc1NCc1cccnc1,-2%,-8%,1%
COC(=O)CN(c1cccc(C)c1)S(=O)(=O)c1ccccc1,-1%,-3%,6%
CN(C(=O)c1cncc(Br)c1)C1C2CC3CC(C2)CC1C3 (configuration not stated),-3%,-1%,-16%
CCN(CC(=O)Nc1c(F)cccc1F)C(=O)c1ccccc1F,0%,-9%,1%
Cc1cccc(N2C(=O)c3cccc4c(N)ccc(c34)C2=O)c1,-3%,-7%,26%
CCOn1c(=O)c(-c2ccc(Br)cc2)[n+]([O-])c2ccccc21,12%,-3%,7%
Cc1coc2c(C)c3oc(=O)c(CCC(=O)NCCN4CCOCC4)c(C)c3cc12,-2%,-6%,17%
CC(C)N1CC(COc2ccc(Br)cc2)OC1=O (configuration not stated),-1%,-4%,4%
COC(=O)c1cscc1S(=O)(=O)Cc1ccccc1,5%,-13%,21%
CCCC(C(=O)Nc1ccc(S(=O)(=O)Nc2ncccn2)cc1)c1ccccc1 (configuration not stated),0%,3%,34%
COc1ccc(C2CC(c3ccc(C)cc3)=NN2C(=O)c2ccccc2)cc1 (configuration not stated),-2%,1%,16%
CN1C(=O)C(C)(C)c2cc(S(=O)(=O)NCc3ccc(C(=O)NCc4ccco4)cc3)ccc21,9%,-12%,0%
CCOc1ccc(N(C)S(=O)(=O)c2c[nH]c(C(=O)OC)c2)cc1,0%,-14%,-1%
COc1cc(C(=O)Nc2ccc(Nc3ccccc3)cc2)cc(OC)c1OC,1%,4%,4%
Cc1ccc(-c2c(C(=O)N/N=C/c3ccncc3)nnn2-c2nonc2N)cc1,19%,-10%,6%
COc1cccc2cc(C(=O)CS(=O)(=O)c3ccc(C)cc3)c(=O)oc12,1%,-7%,6%
Cc1cc(C)cc(NC(=O)c2ccc(NC(=O)c3ccco3)cc2)c1,-1%,-4%,48%
Cc1cc(C)c2c(CN3CCN(Cc4ccccc4)CC3)cc(=O)oc2c1,6%,-6%,-4%

# Random excerpt: 3 records from the list, in no set order.
SMILES,SIAH1 antagonists,LYP inhibition,AID2073
COc1cc(C(=O)Nc2ccc(Nc3ccccc3)cc2)cc(OC)c1OC,1%,4%,4%
COC(=O)CN(c1cccc(C)c1)S(=O)(=O)c1ccccc1,-1%,-3%,6%
CN1C(=O)C(C)(C)c2cc(S(=O)(=O)NCc3ccc(C(=O)NCc4ccco4)cc3)ccc21,9%,-12%,0%

# Three compounds out of the list, arranged by molar mass, lowest first.
SMILES,SIAH1 antagonists,LYP inhibition,AID2073
CC(NCCS(=O)(=O)c1ccc(Cl)cc1)c1cccc(Cl)c1 (configuration not stated),5%,-9%,4%
COc1cccc2cc(C(=O)CS(=O)(=O)c3ccc(C)cc3)c(=O)oc12,1%,-7%,6%
CCCC(C(=O)Nc1ccc(S(=O)(=O)Nc2ncccn2)cc1)c1ccccc1 (configuration not stated),0%,3%,34%

# Next compounds
SMILES,SIAH1 antagonists,LYP inhibition,AID2073
Cc1ccc(NC(=O)CCN2CCC(C)CC2)cc1,-3%,-10%,2%
Cc1nonc1CN(C)C(=O)CC1C(=O)NCCN1Cc1ccccc1F (configuration not stated),3%,-10%,-7%
COc1ccc(OC)c(S(=O)(=O)Nc2ccc3[nH]c(=O)[nH]c3c2)c1,1%,-6%,5%
Cc1ccc(C(=O)COC(=O)CNC(=O)Cc2ccccc2)cc1,1%,-9%,6%
CCC1CCCCN1CCCNC(=O)CS(=O)Cc1nc(-c2ccc(OC)c(OC)c2)oc1C (configuration not stated),-3%,-8%,7%
COc1cccc(C(=O)Nc2c3c(nn2-c2ccc(Cl)cc2)CS(=O)(=O)C3)c1OC,-3%,-9%,6%
Cc1cc(C)nc(SCC(=O)N/N=C/c2cccnc2)n1,15%,-12%,11%
CN(Cc1c(C(=O)N/N=C/c2cccc(Cl)c2)nnn1-c1nonc1N)c1ccccc1,2%,3%,13%
CCN(CC)c1ccc(CNc2ccc3c(c2)ncn3C(C)(C)C)cc1,-3%,-5%,7%
COc1ccc(CCNC(=O)CCn2c(=O)c3cccn3c3cccnc32)cc1OC,1%,0%,17%
COc1cc(C2C(C(=O)c3cc4ccccc4o3)=C(O)C(=O)N2c2cc(C)on2)cc(OC)c1OC (configuration not stated),0%,0%,11%
CC(=O)Nc1ccc(C(=O)NNC(=O)c2cccc(C)c2)cc1,5%,-13%,-4%
CC(=O)NS(=O)(=O)c1ccc(N/C(N)=N/c2nc(C)cc(C)n2)cc1,3%,-2%,10%
CC1CC(C)CN(c2ccc(S(=O)(=O)N3CCOCC3)cc2)C1 (configuration not stated),-2%,-5%,12%
CCCc1cc(=O)oc2c(C)c(OCC(=O)N3CCC(C(=O)O)CC3)ccc12,0%,-14%,14%
Cc1ccc(-n2c(C)nnc2SC(C)C(=O)N2CCCC2)cc1 (configuration not stated),8%,-4%,13%
CC(C)CC(NC(=O)C(NC(=O)C1CCC(=O)N1C(=O)OCc1ccccc1)C(C)C)C(=O)N1CCCC1C(N)=O (configuration not stated),-1%,-4%,6%
CC(=O)N/C(=C\c1ccc(F)cc1)C(=O)OCc1ccccc1,10%,-6%,-2%
Cc1cc(-c2nnc(SCC(=O)Nc3ccc(C)c(C)c3)n2N)n[nH]1,5%,-5%,-12%
Cc1ccc(NC(=O)CN(C)S(=O)(=O)c2ccc3c(c2)n(C)c(=O)c(=O)n3C)c(C)c1,6%,-12%,9%
COc1ccc([N+](=O)[O-])cc1NC(=O)C(C)N1CCCC1 (configuration not stated),2%,-4%,2%
Cc1cc(C)cc(C(=O)NC(CC(N)=O)c2ccc(N3CCCCCC3)c([N+](=O)[O-])c2)c1 (configuration not stated),-4%,-4%,-5%
CC1CCC(NC(=O)c2nc(Cn3ccc([N+](=O)[O-])n3)no2)CC1 (configuration not stated),2%,-8%,14%
Nc1ccccc1C(=O)NCC1(c2ccccc2)CCCC1,-8%,-13%,18%
CCc1ccc(NC(=O)CC2S/C(=N/N=C3CCCCCC3)NC2=O)cc1 (configuration not stated),-4%,-1%,9%

# Taken from above:
# `Cc1ccc(NC(=O)CN(C)S(=O)(=O)c2ccc3c(c2)n(C)c(=O)c(=O)n3C)c(C)c1` @ LYP inhibition = -12%
# `CCC1CCCCN1CCCNC(=O)CS(=O)Cc1nc(-c2ccc(OC)c(OC)c2)oc1C` (configuration not stated) @ SIAH1 antagonists = -3%
# `CC(=O)NS(=O)(=O)c1ccc(N/C(N)=N/c2nc(C)cc(C)n2)cc1` @ SIAH1 antagonists = 3%
# `CC(=O)Nc1ccc(C(=O)NNC(=O)c2cccc(C)c2)cc1` @ SIAH1 antagonists = 5%
# `CC1CC(C)CN(c2ccc(S(=O)(=O)N3CCOCC3)cc2)C1` (configuration not stated) @ SIAH1 antagonists = -2%
# `CCN(CC)c1ccc(CNc2ccc3c(c2)ncn3C(C)(C)C)cc1` @ AID2073 = 7%

# New compounds follow
SMILES,SIAH1 antagonists,LYP inhibition,AID2073
COc1cccc(S(=O)(=O)NCc2ccc(C(=O)N3CCN(C)CC3)cc2)c1,-7%,-12%,49%
CC1CCCN(S(=O)(=O)c2ccc3[nH]c4c(c3c2)CCCC4)C1 (configuration not stated),-4%,-6%,12%
O=C(Cc1n[nH]c(=O)c2ccccc12)N/N=C/c1cc2c(cc1Cl)OCO2,-4%,0%,24%
Cc1cc(=O)oc2cc(NC(=O)Cc3ccccc3)ccc12,-8%,-10%,18%
COc1cccc(/C(C)=N/N=C(\C)c2cccc(OC)c2)c1,1%,-11%,-6%
Cc1oc2cc3oc(=O)c(CCC(=O)NCCCn4ccnc4)c(C)c3cc2c1C,-3%,-6%,38%
NC(=O)CC(NC(=O)c1ccc(Br)cc1)c1ccc(N2CCCCCC2)c([N+](=O)[O-])c1 (configuration not stated),-4%,-8%,5%
O=C(Cn1cc(S(=O)(=O)Cc2ccc([N+](=O)[O-])cc2)c2ccccc21)N1CCOCC1,2%,-12%,-44%
O=C(OCCCN=C1NS(=O)(=O)c2ccccc21)c1ccccc1,3%,-1%,0%
COc1cc(/C=C2\SC(N)=NC2=O)cc(OC)c1,4%,-6%,7%
CC(=O)Nc1ccc(-c2csc(NC(=O)Cc3ccccc3F)n2)cc1,2%,-4%,1%
Cc1c(/C=N/NC(=O)c2cc(Br)ccc2O)c(=O)n(C)c(=O)n1C,-4%,-7%,44%
CCCC(=O)N1CCN(c2nc3ccc(Cl)cc3s2)CC1,9%,-7%,-4%
COC(=O)c1cc(S(=O)(=O)N(C)C2CCCCC2)c[nH]1,6%,-10%,9%
O=C(CN1C(=O)/C(=C/c2ccccc2F)SC1=S)NC1C=CS(=O)(=O)C1 (configuration not stated),22%,-7%,34%
CN(CCN1CCOCC1)C(=O)c1cc(COc2ccc(F)c(F)c2)on1,-4%,-2%,7%
CC(C)CCNc1ncnc2c1nnn2Cc1ccccc1,-1%,-10%,9%
CCNC(=O)c1cc(S(=O)(=O)N2CCSCC2)ccc1OC,3%,1%,11%
Cc1ccc(NC(=O)C2CCN(S(=O)(=O)c3ccc4c(c3)NC(=O)CO4)CC2)cc1C,8%,-8%,3%
COC(=O)CN1C(=O)COc2ccc(S(=O)(=O)NCc3ccccc3)cc21,-2%,-8%,1%
O=C(N/C(=C\c1ccco1)C(=O)N1CCOCC1)c1ccccc1Cl,4%,1%,0%
COc1ccc(NC(=O)CSc2nc(C(C)C)nc3c2c(=O)n(C)c(=O)n3C)c(OC)c1,5%,-6%,13%
CC(=O)C1=C(O)C(=O)N(c2ccc(O)cc2)C1c1ccccc1Cl (configuration not stated),8%,-2%,11%
O=[N+]([O-])c1ccccc1S(=O)(=O)N1CCN(C2CCCC2)CC1,3%,-2%,3%
COc1ccc(NC(=O)c2sc3ncn(CC(=O)N4CCN(c5ccccn5)CC4)c(=O)c3c2C)c(OC)c1,6%,-1%,?
# (continued)
SMILES,SIAH1 antagonists,LYP inhibition,AID2073
Cc1cc(=O)oc2cc(OC(C)C(=O)NCCCn3ccnc3)ccc12 (configuration not stated),2%,-2%,6%
CC(=O)c1ccc(NC(=O)CN2CCOCC2)cc1,2%,-12%,-3%
Cc1ccc(S(=O)(=O)N(C)CC(=O)N2CCN(Cc3ccccc3)CC2)cc1,1%,0%,-9%
CN1CCC(=O)N([C@H](CO)Cc2ccccc2)CC1,-7%,-13%,16%
CCOc1ccc(NC(=O)CSc2nc3nc(C)cc(C)n3n2)cc1,-4%,-11%,6%
Cc1ccc(S(=O)(=O)NCCOc2cc(C)ccc2C)cc1,2%,-3%,5%
CC1CCCCC1NC(=O)C1CCN(S(=O)(=O)c2cccc3nonc23)CC1 (configuration not stated),8%,-12%,0%
CC(=O)c1ccc(N2CCN(S(=O)(=O)c3csc(C(N)=O)c3)CC2)cc1,5%,-5%,13%
CC(C)(C)c1ccc(C(=O)Nn2cnnc2)cc1,-4%,-9%,10%
O=C(CCCN1C(=O)C(c2ccccc2)Oc2cccnc21)Nc1cccc(F)c1 (configuration not stated),2%,-4%,-4%
O=C(COc1ccc2c3c(c(=O)oc2c1)CCCC3)NCCCN1CCOCC1,-2%,-12%,19%
COc1ccc(/C=C(/NC(=O)c2ccccc2)C(=O)N2CCCC2)cc1OC,-4%,-8%,-10%
COc1cc(/C=N/N2CCN(c3ccc(Cl)cc3)CC2)cc(OC)c1OC(C)=O,-1%,-1%,-15%
O=C(CCc1ccccc1)NC1CCCc2ccccc21 (configuration not stated),1%,-8%,-3%
O=C(Nc1ccccc1C(F)(F)F)c1ccsc1,-2%,-5%,17%
CC1CCCN(C(=O)CSc2nnc(-c3ccc(O)cc3)o2)C1 (configuration not stated),0%,-7%,-4%
COc1cc(C(=O)NC(=S)Nc2ccccc2N2CCCC2)cc(OC)c1OC,-6%,-1%,-11%
COc1ccc(N2CCN(CCCn3c(=S)[nH]c4ccccc4c3=O)CC2)cc1,-3%,2%,-31%
CCOc1ccc(OCCOc2ccc(/C=C/C(=O)O)cc2OCC)cc1,-5%,-11%,33%

# Compound activity from PubChem.

# An excerpt; rates above refer to the full screens.
